CHT block – human CHT choline transport inhibition; CHT-expressing cells, membrane potential dye, choline response; stronger effect = lower value; actives 0.86% (n = 310,000); Q9GZV3; B-score at 10 µM;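 active means B-score over 3 SD under the library average, and starting fluorescence ratio not unusually high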;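 further: choline stimulus applied at its EC90 after an EC20 pre-addition; B-score computed on integrated fluorescence ratio after choline addition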
Target sequence (Q9GZV3 whole entry, looked up): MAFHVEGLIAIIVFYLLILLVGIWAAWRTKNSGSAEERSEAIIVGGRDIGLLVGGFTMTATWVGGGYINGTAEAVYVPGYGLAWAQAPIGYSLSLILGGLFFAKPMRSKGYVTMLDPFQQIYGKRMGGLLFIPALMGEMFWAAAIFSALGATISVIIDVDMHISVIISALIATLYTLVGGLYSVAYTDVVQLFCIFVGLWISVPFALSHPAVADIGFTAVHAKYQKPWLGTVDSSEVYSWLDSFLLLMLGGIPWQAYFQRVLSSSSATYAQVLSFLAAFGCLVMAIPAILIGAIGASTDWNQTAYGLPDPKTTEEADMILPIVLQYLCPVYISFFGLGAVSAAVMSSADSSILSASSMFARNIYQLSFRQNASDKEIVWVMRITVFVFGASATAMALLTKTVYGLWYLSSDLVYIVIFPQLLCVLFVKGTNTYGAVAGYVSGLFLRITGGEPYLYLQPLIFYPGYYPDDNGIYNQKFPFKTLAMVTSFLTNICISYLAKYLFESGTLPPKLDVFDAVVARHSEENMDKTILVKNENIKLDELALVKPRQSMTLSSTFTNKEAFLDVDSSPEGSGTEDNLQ
CHT PAM – allosteric activators of human choline transporter CHT; Q9GZV3; CHT-expressing cells, membrane potential dye, choline EC20; stronger effect = higher value; LV-AA mutant CHT in HEK293 cells; B-score at 10 µM; actives 0.49% (n = 310,000); AID 488977;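 active means initial fluorescence not abnormally high and integrated response B-score, plate-corrected, over 3 SD above library mean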
The depositor's hits bear a star; i = inactive.

smiles | CHT block | CHT PAM
CC(C)C(=O)Nc1cccc(NC(=O)CCN2C(=O)c3ccccc3S2(=O)=O)c1 | i | i
COc1ccccc1N1CCN(S(=O)(=O)CCNC(=O)c2ccccc2Br)CC1 | i | i
Cc1c(NS(=O)(=O)c2ccc3[nH]c(=O)[nH]c3c2)c(=O)n(-c2ccccc2)n1C | i | i
O=C(COc1ccc2c(-c3ccccc3)cc(=O)oc2c1)NCc1ccccn1 | i | i
CCCCNC(=O)N1CCN(C(=O)c2ccco2)CC1 | i | i
O=C(Nc1ncnc2c1ncn2C1OC(COC(=O)c2ccccc2)C(F)C1O)c1ccccc1 (stereo not given) | i | i
CC(=O)c1ccc(NC(=O)CN2CCCC2)cc1 | i | i
CCOC(=O)c1[nH]c2ccc(OC)cc2c1NC(=S)N1CCN(c2cccc(Cl)c2)CC1 | i | i
CC(Sc1ccc2ccccc2c1)C(=O)NC(N)=O (stereo not given) | i | i
Cn1ncc([N+](=O)[O-])c1C(=O)N/N=C/c1ccc(F)cc1 | i | i
COc1cc(/C=N/N2CCN(Cc3ccccc3)CC2)cc(OC)c1OC(C)=O | i | i
CC(C)C(=O)c1cn(CC(=O)NCc2ccco2)c2ccccc12 | i | i
Cc1cc(C)nc(N/N=C/C2=C(O)CC(c3ccccc3)CC2=O)n1 (stereo not given) | i | i
Cc1cccc2sc(N(CCCN3CCOCC3)C(=O)CS(=O)(=O)c3ccc(F)cc3)nc12 | i | i
N[C@H]1CONC1=O | i | i
CCc1cc(-c2n[nH]c(=S)n2N)n(C)n1 | i | i
O=c1cc(-c2ccccc2)c2c(O)cc(O)cc2o1 | -4.97* | i
COc1ccc2c(c1)NC(C)(C)C=C2C | i | i
C=CCNC(=O)/C(C#N)=C/c1ccc(C(=O)O)cc1 | i | i
CCc1nc(NCCO)c(C#N)c2c1CSC(C)(C)C2 | i | i
CC1(C)CC(=O)C2=C(C1)N(c1ccc(F)cc1)C(=O)CC2c1ccsc1 (stereo not given) | i | i
CCOC(=O)C1=C(Cc2ccc(Cl)cc2)C(=O)c2ccccc2C1=O | i | i
CCOC(=O)c1ccccc1NS(=O)(=O)c1ccccc1F | i | i
O=C(CCCCCNC(=O)N1CCn2c1nc1ccccc12)N[C@@H](C(=O)O)c1ccccc1 | i | i
CCCCc1ccc(C(=O)NC(C(=O)O)C(C)C)cc1 (stereo not given) | i | i
CC(Sc1ncnc2sccc12)C(=O)Nc1ccc(C(N)=O)cc1 (stereo not given) | i | i
COc1ccc(NC(=O)/C=C/c2ccccc2[N+](=O)[O-])c(OC)c1 | i | i
Cc1cc(C(=O)N2CCN(Cc3ccc4c(c3)OCO4)CC2)on1 | i | i
CCOC(=O)C1=C(O)C(=O)N(CCCn2ccnc2)C1c1ccc(OC)cc1 (stereo not given) | i | i
COc1ccc(NC(=O)Cn2cc(C#N)c3ccccc32)cc1 | i | i
CCC1SC(CC)C(=O)N(CC(=O)NCCc2ccccc2)C1=O (stereo not given) | i | i
Cc1onc(-c2c(Cl)cccc2Cl)c1C(=O)NC1C(=O)N2C1SC(C)(C)C2C(=O)O (stereo not given) | i | i
CCS(=O)(=O)c1ccc2oc(=O)c(/C=C(\O)c3ccc(Cl)cc3)nc2c1 | i | i
COc1ccc(CNC(=O)CC(C)c2ccccc2)cc1 (stereo not given) | i | i
Cc1ccc(S(=O)(=O)NCCC(=O)O)cc1 | i | i
Cc1cc(C)n(-c2nc(SCCN(C)C)c3c4c(sc3n2)COC(C)(C)C4)n1 | i | i
O=C(COc1ncnc2c(Cl)cc(Cl)cc12)NCCC1=CCCCC1 | i | i
CCOc1ccccc1C(=O)NCC(=O)Nc1ccc(-c2ccccc2)cc1 | i | i
O=C(Nc1cc(Cl)ccc1Cl)c1noc2c1CCCC2 | i | i
Cc1ccc(/C=N/NC(=O)CNC(=O)c2cccc([N+](=O)[O-])c2C)o1 | i | i
NS(=O)(=O)c1cccc(NC(=O)c2cccs2)c1 | i | i
COc1ccc(NC(=O)COC(=O)Cn2nnc3ccccc32)cc1 | i | i
COC(=O)c1c(C)cc(OC(C)=O)c(C)c1OC(C)=O | i | i
CC#CC(=O)N1CCC(CCc2ccccc2)(C(=O)OCC)CC1 | i | i
O=C(COc1ccc(N2C(=O)c3ccccc3C2=O)cc1)c1ccccc1 | i | i
O=C(Nc1cccc(-c2nn[nH]n2)c1)c1csc2c1CCCC2 | i | i
O=C(O)c1cccc(CSc2nnc(Cc3ccccc3)o2)c1 | i | i
C=CCOc1ccc2ccccc2c1CNn1c(C)n[nH]c1=S | i | i
Cc1ccccc1C(=O)c1cccn1CC(=O)NCc1ccccc1 | i | i
COc1ccc(OC)c(-n2nnnc2SCC(=O)O)c1 | i | i
O=C(COC(=O)C1CC2C=CC1C2)Nc1cccc(S(=O)(=O)N2CCCCC2)c1 (stereo not given) | i | i
O=C(Nc1nc(-c2ccncc2)cs1)C1COc2ccccc2O1 (stereo not given) | i | i
O=C(Nc1ccc(C(=O)O)cc1)/C(=C\c1ccco1)NC(=O)c1ccccc1Cl | i | i
O=C(CSc1ccccn1)N/N=C/c1c[nH]c2ccccc12 | i | i
O=C1c2ccccc2-c2c1cccc2C(=O)N1CCCCC1 | i | i
Cc1ccc(C)c(Cn2c3ccccc3c3cnn(CC(=O)NCCCN4CCCCC4)c(=O)c32)c1 | i | i

Following part.
smiles | CHT block | CHT PAM
O=C(Nc1ccc2nc(-c3cccnc3)[nH]c2c1)C12CC3CC(CC(C3)C1)C2 | i | i
CCc1ccccc1NC(=O)CNC(=O)CCc1nc2sc3c(c2c(=O)[nH]1)CCCC3 | i | i
Cc1cc(C)c(C(=O)CSc2n[nH]c(=O)n2C2CC2)cc1C | i | i
COCCOC(=O)C1=C(C)NC(=O)NC1c1cccc2ccccc12 (stereo not given) | i | i
COC(=O)c1ccc2c(c1)NC(=O)c1ccccc1S2 | i | i
CCOC(=O)CNC(=O)C(Cc1ccccc1)NS(=O)(=O)c1ccc2c(c1)CCC(=O)N2 (stereo not given) | i | i
COC(=O)c1c(NC(=S)Nc2cc(OC)c(Cl)cc2OC)sc2c1CCCCC2 | i | i
O=C(Nc1ccccc1)c1cccc(S(=O)(=O)NC2CCCC2)c1 | -5.17* | i
COc1ccc(Cl)cc1NC(=O)c1cc(-c2cc(C)ccc2O)n[nH]1 | i | i
O=C(NCc1ccncc1)C(=O)NCC1OCCN1S(=O)(=O)c1cc(F)ccc1F (stereo not given) | i | i
COc1ccc(S(=O)(=O)N2CCC(NC(=O)c3cccnc3)CC2)cc1 | i | i
CC(/C=N/NC(=O)Cn1cnc2c1c(=O)n(C)c(=O)n2C)=C\c1ccccc1 | i | i
COCCn1c(SCc2nc3scc(-c4ccc(Cl)cc4)c3c(=O)[nH]2)nnc1-c1cccc(C)c1 | i | i
CC(C)(C)NC(=O)C(=O)NNC(=O)c1cccc(F)c1 | i | i
[2H]C([2H])(CCOS(N)(=O)=O)c1ccccc1 | i | i
Nn1c(Cc2ccccc2F)nnc1SCC(=O)Nc1cccc(S(=O)(=O)NC2=NCCCCC2)c1 | -6.1* | i
CCOC(=O)c1ccc2c(c1)N(CC(=O)N1CCCCC1)C(=O)C(C)(C)O2 | i | i
COc1ccc(/C=C2\CCC(C3CCCC3)C2=O)c(OC)c1OC (stereo not given) | i | i
O=C(CSc1ccc2c(c1)OCCO2)NC(=O)NC1CCCC1 | i | i
CN(CC(=O)Nc1cccc(F)c1)C(=O)c1ccc(COc2ccccc2)cc1 | i | i
Cc1cc(NC(=O)c2ccc(Cl)cc2)ccc1NC(=O)c1ccccc1Cl | i | i
O=C(NCc1ccco1)C1CCN(C(=O)c2cc3sccc3n2Cc2ccc(Cl)cc2)CC1 | i | i
Cc1ccc(CNC(=O)CCC2CCCN(C(=O)c3ccc4c(c3)OCO4)C2)o1 (stereo not given) | i | i
Nc1nc(CN2CCN(c3ccccc3F)CC2)nc(Nc2ccc3c(c2)OCCO3)n1 | i | i

Whole records, quoted from the list.
`O=C(CSc1ccc2c(c1)OCCO2)NC(=O)NC1CCCC1` across the screens: CHT block = i; CHT PAM = i
`CCOC(=O)c1ccc2c(c1)N(CC(=O)N1CCCCC1)C(=O)C(C)(C)O2` across the screens: CHT block = i; CHT PAM = i

(more compounds)
smiles | CHT block | CHT PAM
COc1cccc2c1OC[C@@H](CO)[C@H]2N(C)C(=O)Nc1ccc(Cl)cc1Cl | i | i
CN(C(=O)CCc1nnc(CCCCc2ccccc2)o1)C1CCOCC1 | i | i
COc1cc(CN(C2CCCCC2)S(=O)(=O)c2ccc(S(=O)(=O)N(C)C3CCCCC3)cc2)cc(OC)c1OC | i | i
CN(CC(=O)O/N=C(\N)c1ccc([N+](=O)[O-])cc1)S(=O)(=O)c1ccc2ccccc2c1 | i | i
Cc1cc(C(=O)N2CCCC(C(=O)c3ccc4ccccc4c3)C2)n(C)n1 (stereo not given) | i | i
CC1(N(O)C=C2C=CC(=O)C=C2)CCCCC1=O (stereo not given) | i | i
Cc1cccc(C(=O)N[C@H](C(=O)Nc2cc(S(=O)(=O)N3CCCCC3)ccc2C)C(C)C)c1 | i | i
CCC(C)N(C(=O)c1csnn1)C(C(=O)NCc1ccc(F)cc1)c1ccco1 (stereo not given) | i | i
c1ccc2c(c1)CC1(CCCC1)N=C2N1CCOCC1 | i | i
Cc1cc(=S)cc(C)n1CCO | i | i
COc1ccccc1/C=C/CN1CC(C)OC(C)C1 (stereo not given) | i | i
OC(CNc1nc(-c2cccnc2)nc2ccccc12)c1ccccc1 (stereo not given) | i | i
Cc1ccc(-c2cnc(-c3ccccc3C(=O)O)o2)cc1 | i | i
Cc1ccccc1C(=O)Nc1nncs1 | i | i
Cc1nn(C(C)C(=O)NCC2CCCO2)c(=O)c2cc3occc3n12 (stereo not given) | i | i
O=C(c1ccc(-n2cccn2)cc1)N1CCc2c([nH]c3ccccc23)C1c1ccccn1 (stereo not given) | i | i
O=C(Cn1cnc2sc(-c3ccccc3)cc2c1=O)NCCc1ccccc1 | i | i
Cn1c(=O)c(-c2cccc(Cl)c2)c(O)c2ccccc21 | i | i
O=C(COC(=O)COc1ccccc1)NCc1ccccc1 | i | i
O=C1CSC(c2ccc(Cl)cc2)N1C1CCCCC1 (stereo not given) | i | i
O=C(c1ccco1)[C@@H]1[C@@H]2C(=O)N(c3ccccc3)C(=O)[C@@H]2C2c3ccccc3C=CN21 (stereo not given in full) | i | i
CCOc1c(C(N)=O)c(-c2ccccc2)c2c(=O)[nH]c3ccccc3n12 | i | i
CCOc1ccc(C(O)(c2ccccc2OC)C(CN2CCCC2)c2ccccc2)cc1 (stereo not given) | i | i
CCC(=NCc1ccco1)c1c(C(F)(F)F)[nH]n(-c2nc3ccccc3s2)c1=O | i | i

In a second layout: entries from further up
CCOc1c(C(N)=O)c(-c2ccccc2)c2c(=O)[nH]c3ccccc3n12
  CHT block: i
  CHT PAM: i
CCC(=NCc1ccco1)c1c(C(F)(F)F)[nH]n(-c2nc3ccccc3s2)c1=O
  CHT block: i
  CHT PAM: i
Cn1c(=O)c(-c2cccc(Cl)c2)c(O)c2ccccc21
  CHT block: i
  CHT PAM: i
O=C1CSC(c2ccc(Cl)cc2)N1C1CCCCC1 (stereo not given)
  CHT block: i
  CHT PAM: i

(further entries)
smiles | CHT block | CHT PAM
COc1c(Cl)cc(Cl)cc1CNCCNCC(C)O (stereo not given) | i | i
CCN(CC)CCCNC(=O)c1cc(-c2ccccc2)c(N2CCCCC2)s1 | i | i
CCCCNS(=O)(=O)c1ccc2nc(-c3cccnc3)cc(C(=O)NC3CC3)c2c1 | i | i
Cc1ccc(-n2cccc2/C=N/n2cnnc2)cc1Cl | i | i
C=CCOc1ccc(Br)cc1CNCCCN1CCOCC1 | i | i
Cc1nc2cc(N3CCCCC3)c(NC(=O)c3ccncc3)cc2c(=O)n1Cc1ccc(Cl)cc1 | i | i
O=C(Nc1nnc(SCc2ccccc2Cl)s1)C1COc2ccccc2O1 (stereo not given) | i | i
N#C/C(=C\c1ccc(Cl)cc1)C(=O)Nc1cccnc1 | i | i
COC(=O)C(C)(C(=O)OC)c1ccc([N+](=O)[O-])cn1 | i | i
O=C(NCc1ccc(Cl)cc1)c1ccc(Cl)cc1[N+](=O)[O-] | i | i
N#CC1(NC(=O)CSc2nnc(-c3ccccc3F)n2N)CCCCC1 | i | i
S=C(NCc1ccccc1)N1CCCCC1 | i | i
O=C(NCc1ccco1)C(c1ccccc1F)N(CC1CCCO1)C(=O)Cn1nnc2ccccc21 (stereo not given) | i | i
COc1cccc(-c2nc(NCc3ccco3)c3ccccc3n2)c1O | i | i
COc1cc(S(=O)(=O)NCC2CCCO2)c(OC)cc1Cl (stereo not given) | i | i
O=C(CCOc1ccccc1)Nc1ccc(Br)cc1 | i | i
Cc1n[nH]c(=O)c2c1nnn2Cc1ccc(F)cc1 | i | i
NC(=S)N/N=C\c1c2ccccc2cc2ccccc12 | i | i
CC1CC(C)CN(C(=O)CSCC(=O)O)C1 (stereo not given) | i | i
O=C(OCN1C(=O)c2ccccc2C1=O)c1cccc(S(=O)(=O)N2CCOCC2)c1 | i | i
Oc1ccccc1CNc1cccc2cccnc12 | i | i

Screening results deposited in PubChem by Johns Hopkins Ion Channel Center.

Rows are unselected; any-hit rate near 1.5%.
